Mm-Cpn inhibitor – blocks the Methanococcus maripaludis chaperonin Mm-Cpn | purified Mm-Cpn ATPase, ADP Transcreener TR-FRET | 330,000 tested, 0.031% active | Potency, µM (series often up to 76.9 µM), for inactives: top-dose activity, negative = inhibition, usual class: inhibitors | AID 504842; also: potency is read from the fitted curve at half-maximal effect; % is scaled to controls: 0 for no effect and ±100 for the full control effect; nearly all actives have a fitted effect of over 80% in size
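25 nM Mm-CPN + cpd, 10 min 37°C; + 10 uM ATP, 30 min 37°C; buffer 30 mM Tris pH 7.4, 100 mM KCl, 5 mM MgCl2, 1 mM DTT; Transcreener ADP HTRF detection 30 min RT.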
EPAC1 antagonist – blocks human EPAC1 exchange factor. O95398. EPAC1 GEF assay, Rap1b-BODIPY-GDP exchange fluorescence. Potency, µM (highest dose often 115 µM), inactives show at the top dose activity change, negative = inhibition, hits mostly inhibitors. 360,000 tested, 0.14% active. AID 720709;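 also: potency is read from the fitted curve at half-maximal effect; plate controls were vehicle for no effect and positive control for full effect; nearly all actives have a fitted effect of over 50% in size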
EPAC1 ag – activates human EPAC1 exchange factor. EPAC1 agonist qHTS, biochemical assay; response scale: 100% = response to 6.5 mM cAMP. O95398. 360,000 tested, 0.073% active. Potency, µM (top dose mostly 154 µM), for the others: at the highest dose activation, usual class: activators; also: potency is read from the fitted curve at half-maximal effect; nearly all actives have a fitted effect of over 60% in size
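Fluorescent GDP-exchange assay: 100 nM EPAC1 with 250 nM Rap1B preloaded with BODIPY-GDP and 50 uM GDP; compounds tested as concentration series, 5 min at room temperature, then read every 5 min for 30 min (ex 480/em 540 nm); normalized to 6.5 mM cAMP.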
CCT modulator – modulators of cytosolic chaperonin (CCT/TRiC) activity; activity change, % (no concentration beside the values), hits read low; 360,000 tested, 0.3% active; purified chaperonin ATPase assay, HTRF ADP detection, 30 min; in the data active = activity change below about -30%; also: % is scaled to controls: 0 for no effect and ±100 for the full control effect
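Nucleotide hydrolysis assay: TRiC at 20–40 nM final (set by batch activity) with 10 uM ATP, 30 min at 37 °C, in presence of 76 uM compound. Detection by competitive ADP HTRF, 30 min ambient.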
EPAC2 antag – blocks human EPAC2 exchange factor; Q8WZA2; EPAC2 GEF exchange of Rap1B-BODIPY-GDP, fluorescence; Potency, µM (doses to about 114 µM), for inactives: top-dose activity, negative = inhibition, hits mostly inhibitors; 360,000 tested, 0.18% active; also: potency is read from the fitted curve at half-maximal effect; % is scaled to controls: 0 for no effect and ±100 for the full control effect; nearly all actives have a fitted effect of over 45% in size; many of its hits are not listed in these tables
WRN helicase inh – inhibitors of human WRN helicase. 360,000 tested, 0.46% active. Q14191. WRN helicase unwinding, fluorescent forked duplex, kinetic. Potency, µM (highest dose often 114 µM), without a hit: at the highest dose activity change, negative = inhibition, actives largely listed as inhibitors. AID 651768; also: potency is read from the fitted curve at half-maximal effect; % is scaled to controls: 0 for no effect and ±100 for the full control effect; nearly all actives have a fitted effect of over 55% in size
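Fluorescence dequenching readout, ex 525 nm/em 598 nm, kinetic mode: forked duplex DNA (100 nM final) with adjacent fluorophore and quencher unwound by WRN (20 nM final) with 2 mM ATP. Compound preincubation 15 min, room temperature.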
PLK1 PBD inh – PLK1 (human) polo-box domain binding inhibition; P53350; Plk1 PBD binding of FITC phosphopeptide, fluorescence polarization; Potency, µM, without a hit: max response, negative = inhibition, usual class: inhibitors; 360,000 tested, 2.8% active; AID 720504; also: potency is read from the fitted curve at half-maximal effect; series mostly up to about 57 µM; % is scaled to controls: 0 for no effect and ±100 for the full control effect; nearly all actives have a fitted effect of over 65% in size
Target sequence (P53350 whole entry, looked up, the tested form may be a part): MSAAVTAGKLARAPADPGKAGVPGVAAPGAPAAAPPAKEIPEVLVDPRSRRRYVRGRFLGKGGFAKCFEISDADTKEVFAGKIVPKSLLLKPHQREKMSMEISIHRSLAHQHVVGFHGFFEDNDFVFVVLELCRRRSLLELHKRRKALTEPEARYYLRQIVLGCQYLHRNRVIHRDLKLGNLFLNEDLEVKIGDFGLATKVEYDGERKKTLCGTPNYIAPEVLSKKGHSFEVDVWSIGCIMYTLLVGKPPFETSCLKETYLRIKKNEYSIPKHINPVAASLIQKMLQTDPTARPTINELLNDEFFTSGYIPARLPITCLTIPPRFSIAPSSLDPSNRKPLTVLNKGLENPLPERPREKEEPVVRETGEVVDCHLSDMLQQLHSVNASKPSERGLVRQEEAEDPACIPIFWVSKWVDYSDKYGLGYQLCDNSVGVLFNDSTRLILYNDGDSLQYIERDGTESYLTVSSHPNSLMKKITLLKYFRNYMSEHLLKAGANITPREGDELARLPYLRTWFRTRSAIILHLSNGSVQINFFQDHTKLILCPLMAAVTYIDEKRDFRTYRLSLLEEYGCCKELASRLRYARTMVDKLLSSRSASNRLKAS
PI5P4Ka inh – blocks human PI5P4K alpha kinase activity; 330,000 tested, 1.2% active; AID 652105; max response, %; PI5P4Kalpha enzyme, ADP-Glo luminescence, 60 min; stronger effect = lower value; P48426; active = max response of -50% or lower; inconclusive = between -30% and -50%; inactive = -30% or higher; also: value at the top dose of about 77 µM; % is scaled to controls: 0 for no effect and ±100 for the full control effect
Target sequence (P48426 whole entry, looked up): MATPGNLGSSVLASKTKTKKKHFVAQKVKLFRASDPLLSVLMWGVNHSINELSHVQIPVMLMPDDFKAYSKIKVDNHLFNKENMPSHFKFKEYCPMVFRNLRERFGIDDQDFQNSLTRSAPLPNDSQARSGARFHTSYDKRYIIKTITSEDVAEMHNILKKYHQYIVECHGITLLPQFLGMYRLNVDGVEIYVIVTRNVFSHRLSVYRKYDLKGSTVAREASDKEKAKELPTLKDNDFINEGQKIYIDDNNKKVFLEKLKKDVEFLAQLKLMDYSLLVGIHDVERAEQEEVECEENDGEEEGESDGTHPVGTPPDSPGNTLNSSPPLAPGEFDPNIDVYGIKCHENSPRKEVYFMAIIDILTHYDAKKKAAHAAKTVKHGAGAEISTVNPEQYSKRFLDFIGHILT
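qHTS, 1536-well: enzyme/substrate mix, compound by pin tool, 5 microM ATP final; RT 60 min; ADP-Glo reagents 1 (45 min) then 2 (30 min); luminescence.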
* hit, by the source's call; ? = inconclusive; / = not tested or not shown; [ ] = dose if it differs, or a comment. Unless noted, calls follow the shape of the dose curve; as a rule, active = well fitted curve in the direction sought with a large enough effect; inconclusive = small, poorly fitted or top-dose-only effect, or another doubt; inactive = no such curve, though single readings can be large; an effect the other way counts as inactive or inconclusive. This is a subset. The share of hits here may be higher or lower than overall.

SMILES	Mm-Cpn inhibitor	EPAC1 antagonist	EPAC1 ag	CCT modulator	EPAC2 antag	WRN helicase inh	PLK1 PBD inh	PI5P4Ka inh
COc1ccc(CCNC(=O)c2c[nH]c3ccccc3c2=O)cc1OC	0.5%	-12.0%	-4.2%	0.6	-4.1%	-0.9%	0.8%	-0.7
COc1ccc2c(CN3CCN(c4ccc(Cl)c(Cl)c4)CC3)cc(=O)oc2c1	/	-21.3%	9.3%	-0.6	1.0%	-1.2%	-13.6%	0.7
CCOc1ccc(-n2c(=O)c3ccccc3c3ccccc3c2=O)cc1	-2.5%	8.9%	17.1%	-0.1	-26.3%	?	-19.4%	13.2
Cc1ccccc1-c1nc2c(s1)CCc1onc(-c3ccc(Cl)cc3)c1-2	-1.3%	-21.7%	5.6%	-2.9	19.0%	5.6%	-15.4%	20.0
N#C/C(=C\c1cccc([N+](=O)[O-])c1)C(=O)NCc1cccnc1	2.0%	10.2%	-11.3%	-1.8	9.1%	-7.3%[57.1 µM]	-17.8%	-6.6
CC(=O)c1cc(C(=O)Nc2ccccc2C(=O)O)oc1C	-9.0%	1.2%	5.1%	1.4	-3.0%	-20.3%[57.1 µM]	-14.1%	-20.5
O=c1[nH]snc1-c1c(Cl)cccc1Cl	/	22.8%	-16.5%	2.0	-14.6%	2.8%	-9.5%	0.8
O=C(Nc1ccccc1)NC1(C(=O)NCCCN2CCOCC2)CCCCC1	1.9%	3.1%	-0.7%	1.5	4.7%	9.4%	0.0%	13.1
Cc1ccc(C(=O)NC(=S)Nc2ccc(CN3CCCCC3)cc2)c(C)c1	-0.8%	4.9%	-5.1%	-2.9	10.5%	3.2%	-4.8%	-7.7
O=C(c1ccc(N2CCOCC2)c([N+](=O)[O-])c1)N1CCCC(C(F)(F)F)C1 (configuration not stated)	3.2%	-1.5%	-42.1%[inhibitor]	0.0	-6.4%	-5.6%	-9.4%	-0.3

The closing two compounds of the part above lead into the next.
SMILES	Mm-Cpn inhibitor	EPAC1 antagonist	EPAC1 ag	CCT modulator	EPAC2 antag	WRN helicase inh	PLK1 PBD inh	PI5P4Ka inh
Cc1ccc(C(=O)NC(=S)Nc2ccc(CN3CCCCC3)cc2)c(C)c1	-0.8%	4.9%	-5.1%	-2.9	10.5%	3.2%	-4.8%	-7.7
O=C(c1ccc(N2CCOCC2)c([N+](=O)[O-])c1)N1CCCC(C(F)(F)F)C1 (configuration not stated)	3.2%	-1.5%	-42.1%[inhibitor]	0.0	-6.4%	-5.6%	-9.4%	-0.3
CC1CC(C)CN(S(=O)(=O)N2CCCC(C(=O)NCc3ccccc3Cl)C2)C1 (configuration not stated)	-0.5%	-7.7%	-3.3%	-1.6	3.3%	-3.0%[57.1 µM]	0.5%	9.1
CCOC(=O)c1[nH]c(=O)[nH]c1CSc1nc(C)cc(C)n1	-6.9%	-1.8%	0.2%	2.0	0.7%	-4.3%[57.1 µM]	-18.4%	2.7
CC(=O)Nc1cc2c(cc1NC(=O)Cn1nnc(-c3ccc(C)o3)n1)OCCO2	0.8%	13.1%	10.8%	-1.4	3.4%	0.0%	-5.0%	2.0
COC(=O)[C@H]1C[C@H](OC(=O)NC2CCCC2)[C@@]2(O)CN(S(=O)(=O)c3ccc(C)cc3)CC2[C@H]1C(=O)OC (some centres not stated)	/	-27.3%	-9.7%	-1.9	-1.4%	-5.6%	-16.6%	-2.4
Cc1cccc(N(C)S(=O)(=O)c2c(C)noc2C)c1	1.3%	-10.9%	0.4%	-6.0	-8.0%	-5.1%	-6.5%	-7.6
CCOC(=O)C1(CCOc2ccccc2)CCN(Cc2cccn2-c2cccnc2)CC1	-0.1%	-15.5%	-6.8%	-2.5	5.4%	6.1%	-13.1%	2.0
C=CCn1c(SCC(=O)Nc2ccc(NC(C)=O)cc2)nc2sc(C)c(C)c2c1=O	-2.0%	-11.8%	-7.8%	-4.5	2.7%	-2.2%	-7.9%	0.1
CCOc1ccccc1NC(=O)NC1(C(=O)N2CCN3CCCC3C2)CCCCC1 (configuration not stated)	3.1%	1.1%	5.1%	1.7	-1.9%	-3.8%	-3.6%	0.1
Cc1ccc2c(CN(C)Cc3ccc(Cl)cc3)cc(=O)oc2c1	0.6%	-3.0%	13.0%	-5.1	-27.9%	-4.3%	-8.2%	14.8
C=C(C)C1CC=C(C)/C(=N/NC(=O)COc2cccc(C)c2)C1 (configuration not stated)	-0.1%	6.7%	10.4%	-0.8	-2.8%[57.1 µM]	8.3%	0.2%	0.0
Cc1cc(OCC(=O)Nc2ccc(F)c(F)c2)nc(C(C)C)n1	0.6%	13.0%	4.2%	0.5	19.8%	1.0%[57.1 µM]	-5.4%	/
COc1ccc(O)c(C(=O)c2cc(C#N)c(=O)n(-c3c(C)n(C)n(-c4ccccc4)c3=O)c2)c1	-2.3%	10.2%	10.2%	-2.5	10.2%	-1.2%	22.0%	-2.9
COc1cc(C(=S)N2CCCC2)cc(OC)c1OS(=O)(=O)c1ccc(NC(C)=O)cc1	0.2%	10.0%	6.0%	-2.4	-5.9%	-35.6%[57.1 µM]	11.9µM*	-25.9
Cc1ccc(/C=N/NC(=O)c2nnn(-c3nonc3N)c2C(C)C)s1	-0.8%	-5.1%	-7.2%	-1.2	10.9%	3.9%	5.8%	-8.5
Cc1ccc(CCN2CCN=C2Nc2ccccc2)cc1	-0.8%	-7.3%	-10.2%	-1.7	10.8%	-2.3%	-24.6%	3.2
C[C@@H]1CN([C@H](C)CO)S(=O)(=O)c2ccc(Br)cc2O[C@H]1CN(C)C(=O)Nc1ccccc1	/	-0.7%	-1.0%	-0.6	-0.8%	1.7%	-7.5%	-2.2
CCc1ccc(S(=O)(=O)c2ccc(-n3nc(C)cc3N)cc2)cc1	-1.2%	14.6%	1.8%	-1.8	-0.7%	2.2%	-10.8%	4.1
CCCOc1ccc(C2C(C(=O)/C=C/c3ccco3)=C(O)C(=O)N2CCN2CCOCC2)cc1OC (configuration not stated)	-1.6%	7.7%	2.3%	2.9	2.7%	-14.0%	-15.0%	5.7
CCOc1cc(CNn2nnnc2N)ccc1OCC(=O)NC(C)(C)C	-1.2%	0.2%	4.5%	-2.7	-5.7%	-1.0%	-5.1%	/
O=C1c2ccccc2C(=O)N1c1nc(-c2cccs2)cs1	-2.9%	?	7.7%	2.4	56.2µM*	-29.7%	-24.6%	-21.1
CN(C(=O)c1ccc(OC2CCN(CCc3ccccc3)CC2)cc1)C1CCOC1 (configuration not stated)	4.8%	1.9%	5.7%	-1.1	0.8%	6.8%	-3.7%	3.9
O=C(CCn1c(=S)[nH]c2ccccc2c1=O)Nc1ccc(F)cc1	-5.6%	-4.1%	1.2%	1.1	-11.0%	-9.5%	-0.8%	2.3
Cc1ccc2oc(C(F)(F)C(F)F)cc(=O)c2c1	-2.6%	2.4%	5.8%	-0.8	1.1%	?	-14.3%	-8.1
CCS(=O)(=O)C1C(=O)N(C)C(S(=O)(=O)CC)C(=O)N1C (configuration not stated)	/	3.2%	-14.7%	1.5	4.9%	25.8%	?	-5.9
CCc1ncn(CCc2ccccc2OC)c1C(C)C	/	-24.4%	-7.0%	-0.8	8.1%	-1.5%	-5.1%	-0.5
COc1ccccc1CNC(=O)CCCN1C(=O)NC2(CCCC2)C1=O	-2.0%	7.5%	9.2%	-1.7	-3.0%	-1.2%	-10.4%	1.9
Cc1ccc(C(c2sc3nc(C)nn3c2O)N2CC(C)OC(C)C2)cc1 (configuration not stated)	-1.0%	15.2%	-5.0%	0.1	13.4%	3.5%	-2.0%	1.5
CC(C)n1nnnc1SCC(=O)Nc1cccc(F)c1	0.6%	7.6%	9.2%	-0.1	3.3%	-1.2%	-2.7%	-1.5
BrC(=C\c1ccccc1)/C=N/n1cnnc1	-9.3%	-2.8%	-4.7%	-2.0	8.7%	-4.8%	-5.8%	0.6
Cn1c2c(c(=O)n1-c1ccccc1)CSCC2	/	-3.9%	2.9%	-0.1	0.8%	-0.2%	-9.4%	4.0
OC(c1ccccc1)(c1nc(-c2cccc(F)c2)cs1)C(F)(F)F (configuration not stated)	/	-14.7%	5.1%	-0.3	?	-11.9%	-4.8%	29.6
CCOC(=O)c1c(N)nn(C(=O)c2ccccc2)c1-c1ccccc1	0.9%	-12.3%	3.3%	-1.1	-15.2%	-7.8%	-7.0%	4.7
CCN(CC)CC(O)CN(c1ccccc1)S(=O)(=O)c1ccc2ccccc2c1 (configuration not stated)	2.6%	-9.9%	0.4%	2.0	2.9%	1.3%	-4.5%	15.3
COc1ccc(C(C)=O)cc1COC(=O)CNC(=O)C1CCCCC1	-0.6%	6.7%	-2.9%	-0.6	-2.0%	4.0%	2.3%	-9.1
CC(OC(=O)C1CC1)C(=O)Nc1ncc(Cl)cc1Cl (configuration not stated)	2.9%	2.9%	-1.6%	-1.7	-1.8%	2.5%	1.8%	3.0
CC1CC(C)CN(S(=O)(=O)c2ccc(NC(=O)c3ccc(=O)[nH]c3)cc2)C1 (configuration not stated)	-4.3%	13.6%	-9.0%	-1.1	0.8%	-1.5%	9.4%	1.7
O=c1onc(-c2ccccc2)n1Cc1ccc([N+](=O)[O-])cc1	/	6.5%	-15.0%	-0.1	11.8%	-8.4%	4.0%	-3.0
CCc1ccc(OCC(=O)O/N=C(\N)c2ccncc2)cc1	0.1%	-11.6%	7.4%	0.4	2.2%	-9.9%	1.1%	0.6
O=C(CCN1C(=O)c2ccccc2C1=O)NCc1ccc(Cl)cc1	0.9%	-1.6%	8.6%	0.5	-0.3%	2.0%	-7.0%	-1.4

Among those listed so far, these contain an aryl thioether with sulfur outside any ring.
SMILES	Mm-Cpn inhibitor	EPAC1 antagonist	EPAC1 ag	CCT modulator	EPAC2 antag	WRN helicase inh	PLK1 PBD inh	PI5P4Ka inh
CCOC(=O)c1[nH]c(=O)[nH]c1CSc1nc(C)cc(C)n1	-6.9%	-1.8%	0.2%	2.0	0.7%	-4.3%[57.1 µM]	-18.4%	2.7
C=CCn1c(SCC(=O)Nc2ccc(NC(C)=O)cc2)nc2sc(C)c(C)c2c1=O	-2.0%	-11.8%	-7.8%	-4.5	2.7%	-2.2%	-7.9%	0.1
CC(C)n1nnnc1SCC(=O)Nc1cccc(F)c1	0.6%	7.6%	9.2%	-0.1	3.3%	-1.2%	-2.7%	-1.5

Assay outcomes: PubChem, National Center for Advancing Translational Sciences (NCATS)
